# Screens deposited in PubChem BioAssay by several laboratories.
# Tat export inh: inhibitors of E. coli Tat protein transport; E. coli MC4100 TorA-mCherry Tat export, fluorescence; inhibition, % at 10 µM; actives 0.036% (n = 340,000);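 active = mean replicate inhibition at least 50% and at least half of replicates individually reaching 50%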;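 also: exported cargo escapes ClpAP degradation while cytoplasmic cargo is degraded and loses fluorescence; 0% = median of neutral control wells and 100% = median of NaSCN control wells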
# Arr AP2 block: blocks beta-arrestin peptide binding to AP2 adaptin; FITC-arrestin peptide / GST-AP2 beads, flow cytometry; AP2 beta2 appendage carries R879A mutation; inhibition, % at 10 µM; actives 0.31% (n = 340,000); AID 504490;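 active = inhibition above a set limit, near 3 SD of compounds lacking own fluorescence, cut at about 54% in these data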;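 also: plate controls were DMSO wells for no effect and 5 µM unlabelled arrestin peptide for full effect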
#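 System: GST-AP2 R879A glutathione beads | Also added: FITC-arrestin peptide, 50 nM | Times: 12 min plus 1 h, RT | Signal: Bead flow cytometry, FITC channel | Buffer or medium: PBS with 0.05% Tween 20 and 0.1% BSA | Read-out basis: Percent drop in bead-associated FITC signal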
# OPRM1-OPRD1 ag: agonists of human mu-delta opioid receptor heterodimerization; P35372+P41143; actives 0.3% (n = 340,000); cells, OPRM1-OPRD1 heterodimerization, luminescence; activation, % at 9.3 µM; AID 504326; in the data active = activation above about 18%;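 also: 0% = vehicle-treated cells and 100% = reference agonist; values of inactives mirror those of a sister screen read the other way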
# PfHsp90 yeast 2: reduces growth (ATP signal) of yeast expressing P. falciparum Hsp90 | S. cerevisiae expressing PfHsp90, BacTiter-Glo ATP, 48 h; yeast lacking PDR1 and PDR3 efflux regulators | inhibition, % at 9.4 µM | actives 0.32% (n = 310,000) | AID 504621;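 active = every replicate shows inhibition above about 80%, whatever the replicate mean, limit read from the data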;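 also: 0% = DMSO neutral controls and 100% = 20 µM radicicol positive controls; yeast relying on Plasmodium falciparum Hsp90 in place of its own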
# Mot1-301 SUMO: blocks SUMOylation pathway, rescuing yeast Mot1-301 growth; actives 1% (n = 320,000); S. cerevisiae Mot1-301 growth rescue, ATP luminescence, 38.5C; percent above DMSO median, 100 means doubled; growth rescue, % at 18.8 µM;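 active = every valid replicate shows activation above 250% relative to neutral control wells; inactive = the rest, any valid replicate at or below 250%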;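 also: OY570 slx delta 5 strain wells were the positive control but not used for scaling; some compounds called inactive have numbers as strong as hits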
# PKA-R1A activ: activates the PKA-R1A holoenzyme complex | P00514+P68181 | activation, % at 11.4 µM | actives 0.083% (n = 340,000) | PKA-R1A dissociation, Cy5-IP20 fluorescence polarization; scaled: DMSO 0%, 113 µM cGMP 100% | AID 504707;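 active = percent activation above the mean of all tested compounds plus 3 SD, cut at about 19% in these data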;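 also: higher means more PKAc released from R1A so a rise in polarization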
# MOR-DOR inv ag: inverse agonists of human mu-delta opioid receptor heterodimerization. P35372+P41143. cell-based MOR-DOR heterodimer luminescence, inverse agonism. inhibition, % at 9.3 µM. actives 0.21% (n = 340,000). AID 504357; in the data active = inhibition above about 22%, passing the limit was not always enough;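 also: 0% = cells with DMSO and 100% = wells without cells with DMSO; values of inactives mirror those of a sister screen read the other way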
# Ecoli viability: counter-screen for AddAB inhibitors: E. coli growth inhibition; E. coli V3065 growth, OD600 absorbance, 18 h; inhibition, % at 11.9 µM; actives 0.27% (n = 330,000);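 active = inhibition above the campaign's mean inhibition across all tested compounds plus 3 SD, cut at about 9.9% in these data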;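 also: uninfected addAB+ strain grown without phage in ampicillin broth; 0% = DMSO wells and 100% = ciprofloxacin 0.95 µg/ml wells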
# Pemphigus Ab inh: blocks pemphigus antibody binding to human desmoglein-3; P32926; DSG3-coupled beads, scFv-anti-DSG3-GFP binding, flow cytometry; active compounds read low; binding (percent of control), % at 10 µM; actives 0.48% (n = 310,000); AID 588358;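 active = binding more than 3 SD below its plate's average and above zero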;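 also: hits lower antibody fragment binding to DSG3; some compounds called inactive have numbers as strong as hits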
# Target sequence (P32926 whole entry, looked up, the tested form may be a part): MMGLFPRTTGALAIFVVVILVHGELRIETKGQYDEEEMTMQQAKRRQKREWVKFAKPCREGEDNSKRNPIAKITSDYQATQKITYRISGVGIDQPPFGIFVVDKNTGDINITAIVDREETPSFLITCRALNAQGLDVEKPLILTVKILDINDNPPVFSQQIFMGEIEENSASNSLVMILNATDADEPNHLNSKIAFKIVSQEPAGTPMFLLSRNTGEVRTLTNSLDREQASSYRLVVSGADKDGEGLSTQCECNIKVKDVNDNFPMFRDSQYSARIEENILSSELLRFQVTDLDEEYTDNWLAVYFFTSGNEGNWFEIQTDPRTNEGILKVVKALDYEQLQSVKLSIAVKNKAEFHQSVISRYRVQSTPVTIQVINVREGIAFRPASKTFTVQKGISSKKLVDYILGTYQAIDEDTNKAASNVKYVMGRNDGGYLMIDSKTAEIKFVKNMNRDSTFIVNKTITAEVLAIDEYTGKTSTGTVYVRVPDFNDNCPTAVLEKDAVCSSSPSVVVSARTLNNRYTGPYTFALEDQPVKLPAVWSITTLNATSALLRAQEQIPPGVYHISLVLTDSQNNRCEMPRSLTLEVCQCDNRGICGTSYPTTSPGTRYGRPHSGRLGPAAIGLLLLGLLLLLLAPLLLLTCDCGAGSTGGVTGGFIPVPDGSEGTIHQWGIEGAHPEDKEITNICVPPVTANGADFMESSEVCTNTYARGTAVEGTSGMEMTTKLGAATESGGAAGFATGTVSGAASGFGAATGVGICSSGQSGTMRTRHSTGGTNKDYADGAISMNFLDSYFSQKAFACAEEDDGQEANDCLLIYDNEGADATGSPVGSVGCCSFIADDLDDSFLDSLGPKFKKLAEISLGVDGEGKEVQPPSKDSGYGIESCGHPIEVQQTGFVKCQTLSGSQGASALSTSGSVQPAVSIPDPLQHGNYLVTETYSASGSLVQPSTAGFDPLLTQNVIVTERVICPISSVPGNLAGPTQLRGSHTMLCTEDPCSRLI
# AddAB inh: less growth of phage-infected E. coli with AddAB | E. coli expressing H. pylori AddAB, absorbance growth | actives 0.29% (n = 330,000) | inhibition, % at 11.9 µM | AID 435030; in the data active = inhibition above about 12%;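 also: 0% = vehicle wells of infected cells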
# phage Ecoli inh: E. coli growth loss with phage present | actives 0.26% (n = 360,000) | growth absorbance | inhibition, % at 11.9 µM; in the data active = inhibition above about 11%
# * marks the source's active call; other numbers are inactive results; i = inactive; x = no result given. These rows are one share of the data. The share of hits here may be higher or lower than overall.
# Start of the data: the first 13 entries (preview)
SMILES,Tat export inh,Arr AP2 block,OPRM1-OPRD1 ag,PfHsp90 yeast 2,Mot1-301 SUMO,PKA-R1A activ,MOR-DOR inv ag,Ecoli viability,Pemphigus Ab inh,AddAB inh,phage Ecoli inh
Cn1c(=O)c2nncnc2n(C)c1=O,4,11,-1.9,43,0,-10,10,-0.5,100,1.5,3.4
Cc1nc2c(C(=O)N3CCC4(CC3)OCCO4)cnn2c(C)c1Cc1cccc(Cl)c1,6,4,-0.4,-15,20,0,2,1.5,100,0.1,0.7
O=C1C2CCN(CC2)[C@@H]1Cc1ccc2ccccc2c1O,0,7,-1.7,-10,-12,4,9,-1.0,110,-1.6,4.1
COC(=O)C1=C(c2ccc(F)cc2F)C[C@@H]2CC[C@H]1N2C(=O)N1CCC(O)CC1,-6,6,2.1,13,1,-2,-12,2.2,104,2.4,-0.3
COc1cccc(N=Nc2c(O)[nH]c(=S)[nH]c2=O)c1,-2,15,-3.0,6,-27,-2,15,-0.8,98,1.2,1.9
O=[N+]([O-])c1ccc(C[n+]2c(-c3ccccc3)cc(-c3ccccc3)cc2-c2ccccc2)cc1,4,3,-1.8,4,-6,3,10,-0.8,108,3.0,2.5
COC(=O)C12OCC34C(CC5C(C)=C(O)C(=O)CC5(C)C3C(O)C1O)OC(=O)C(OC(=O)/C=C(\C)C(C)C)C24 (stereo unspecified),10,-4,-3.5,10,x,-6,15,x,101,x,0.3
CCC1CCCCN1CC(=O)c1ccc(OC(F)F)cc1 (stereo unspecified),2,-3,-8.0,x,7,5,42*,1.2,112,3.2,3.4
CCS(=O)(=O)CCSP(=O)(OC)OC,-7,-2,-1.1,x,x,-6,5,x,96,x,-1.6
FC(F)(F)Oc1ccc(NC2=NCCCS2)cc1,-5,-1,-1.3,4,1,11,6,2.1,97,4.8,6.1
CCC(=NCc1ccco1)c1c(O)n(-c2ccc(OC)cc2)c(=O)[nH]c1=O,-2,9,2.4,6,100,0,-14,-3.4,96,-0.8,1.6
CCCn1cc(CN2CCCC(C(=O)c3cccc(OC)c3)C2)c(C)n1 (stereo unspecified),9,22,3.7,1,8,8,-19,0.2,104,0.5,2.9
COC(=O)N(c1ccc(OC)cc1)P1(=S)OCCC(C)O1 (stereo unspecified),-9,13,-3.1,11,-30,-4,18,0.3,113,3.5,2.2

# This part in full (from the top)
SMILES,Tat export inh,Arr AP2 block,OPRM1-OPRD1 ag,PfHsp90 yeast 2,Mot1-301 SUMO,PKA-R1A activ,MOR-DOR inv ag,Ecoli viability,Pemphigus Ab inh,AddAB inh,phage Ecoli inh
Cn1c(=O)c2nncnc2n(C)c1=O,4,11,-1.9,43,0,-10,10,-0.5,100,1.5,3.4
Cc1nc2c(C(=O)N3CCC4(CC3)OCCO4)cnn2c(C)c1Cc1cccc(Cl)c1,6,4,-0.4,-15,20,0,2,1.5,100,0.1,0.7
O=C1C2CCN(CC2)[C@@H]1Cc1ccc2ccccc2c1O,0,7,-1.7,-10,-12,4,9,-1.0,110,-1.6,4.1
COC(=O)C1=C(c2ccc(F)cc2F)C[C@@H]2CC[C@H]1N2C(=O)N1CCC(O)CC1,-6,6,2.1,13,1,-2,-12,2.2,104,2.4,-0.3
COc1cccc(N=Nc2c(O)[nH]c(=S)[nH]c2=O)c1,-2,15,-3.0,6,-27,-2,15,-0.8,98,1.2,1.9
O=[N+]([O-])c1ccc(C[n+]2c(-c3ccccc3)cc(-c3ccccc3)cc2-c2ccccc2)cc1,4,3,-1.8,4,-6,3,10,-0.8,108,3.0,2.5
COC(=O)C12OCC34C(CC5C(C)=C(O)C(=O)CC5(C)C3C(O)C1O)OC(=O)C(OC(=O)/C=C(\C)C(C)C)C24 (stereo unspecified),10,-4,-3.5,10,x,-6,15,x,101,x,0.3
CCC1CCCCN1CC(=O)c1ccc(OC(F)F)cc1 (stereo unspecified),2,-3,-8.0,x,7,5,42*,1.2,112,3.2,3.4
CCS(=O)(=O)CCSP(=O)(OC)OC,-7,-2,-1.1,x,x,-6,5,x,96,x,-1.6
FC(F)(F)Oc1ccc(NC2=NCCCS2)cc1,-5,-1,-1.3,4,1,11,6,2.1,97,4.8,6.1
CCC(=NCc1ccco1)c1c(O)n(-c2ccc(OC)cc2)c(=O)[nH]c1=O,-2,9,2.4,6,100,0,-14,-3.4,96,-0.8,1.6
CCCn1cc(CN2CCCC(C(=O)c3cccc(OC)c3)C2)c(C)n1 (stereo unspecified),9,22,3.7,1,8,8,-19,0.2,104,0.5,2.9
COC(=O)N(c1ccc(OC)cc1)P1(=S)OCCC(C)O1 (stereo unspecified),-9,13,-3.1,11,-30,-4,18,0.3,113,3.5,2.2
O=c1c2ccccc2nc(-c2ccccc2)n1-c1ccccn1,0,-9,-2.4,-13,-8,1,11,1.5,108,2.7,3.2
O=C(N/N=C/c1c(O)n(-c2cccc3ccccc23)c(=O)[nH]c1=O)c1ccncc1,7,1,-1.7,-8,-9,2,9,2.0,92,0.3,4.0
C=CCn1c(O)c(C(C)=NCCN2CCN(C(=S)NC)CC2)c(=O)[nH]c1=O,-2,-6,-2.3,8,1,0,11,-1.1,x,-1.7,2.1
N#CC1=C(N)Oc2c(c(=O)oc3ccccc23)C1c1ccncc1 (stereo unspecified),-12,8,-1.3,-19,238,-16,7,1.1,104,3.6,1.7
Oc1c(Br)cc(Br)cc1CN1CCN(Cc2ccccc2)CC1,5,1,1.7,x,98,-1,-10,-0.7,94,3.9,2.4
C[C@]12CCC3C(CCC4=CC(O)CC[C@@]43/C=N/O)C1(O)CCC2C1=CC(=O)OC1 (stereo partly specified),-8,12,69*,-8,23,-14,-355,-3.0,90,0.9,1.2
CC1CCN(C(=O)c2ccc(N3CC4CC(C3)c3cccc(=O)n3C4)c([N+](=O)[O-])c2)CC1 (stereo unspecified),2,-3,-2.2,-11,-1,-6,14,2.5,97,3.3,3.8
COc1cc(OC)cc(C(=O)NC(=S)N2C[C@H]3C[C@H](C2)c2cccc(=O)n2C3)c1,-3,-1,-3.5,-10,4,-9,18,-1.0,106,2.2,2.0
COC(=O)CC1(Cc2ccccc2)C(=O)NC(=O)NC1=O,5,8,-1.7,4,-1,8,10,0.1,128,-2.6,1.8
COc1ccccc1N1CCN(C2CCCN(C(=O)COc3ccccc3Cl)C2)CC1 (stereo unspecified),-1,22,0.1,17,x,5,-1,x,104,x,0.2
Nc1ccc(-c2ccc(N)cc2)cc1,5,0,-3.5,2,x,-6,17,x,114,x,1.2
C/C=C1/CN2C3CC1C(CO)(C(=O)OC)C2Cc1c3n(C)c2ccccc12 (stereo unspecified),0,7,-0.5,19,-14,-7,3,3.7,105,6.2,0.6
COC(=O)C1=C(c2cc3ccccc3s2)C[C@@H]2CC[C@H]1N2C(=O)N1CCCC1,7,-1,-0.6,8,-29,9,3,2.0,104,3.6,3.3
NC12CN3CN(CN(C3)C1)C2 (tested in a mixture with another compound),-1,2,0.3,31,1,5,-2,0.8,85,-1.4,1.4
Cc1cc(OCC(=O)N2C[C@H]3C[C@@H](C2)c2cccc(=O)n2C3)c2c(C)cc(=O)oc2c1,-6,19,-2.3,-8,1,-7,12,-4.5,94,1.2,0.6
Cn1cccc1/C=C1/C(=O)NC(=S)N(Cc2ccc(F)cc2)C1=O,11,11,5.8,-31,24,6,-30,-4.2,70*,-3.3,0.5
COc1ccc(OC(=O)N(C)C)c(CN(C)C)c1,16,-2,-4.6,-4,3,4,19,0.5,106,3.1,0.2
CC(C)c1oc(=O)cc2c1[C@@H](O)[C@H]1OC(=O)[C@@]3(C)C[C@@H](O)[C@@H](O)[C@@]2(C)C13 (stereo partly specified),-3,11,0.3,-5,-5,-12,-2,2.3,98,1.6,2.1
Cc1cc(OC(=O)c2ccco2)c2c3c(c(=O)oc2c1)CCC3,-5,-1,-2.9,-2,10,3,16,-0.8,100,1.1,2.6
CN1CCN(c2ncc(C=O)s2)CC1,-1,-7,-2.1,23,-6,-3,10,3.9,99,5.7,1.5
CSc1nc(N2CCN(C)CC2)c2ccccc2n1,-16,-32,-1.8,-2,97,-4,8,-0.9,x,-0.2,1.7
Cc1nn(Cc2ccccc2)c(C)c1C(=O)O,-7,29,-2.1,-7,-13,-3,11,2.6,97,9.2,3.7
COc1ccc(Nc2ncc(C(=O)N3CCC4(CC3)OCCO4)c3ccccc23)cc1,6,0,-2.4,15,-1,-2,10,0.6,104,4.0,0.3
CCOC(=O)C1(CCc2ccccc2)CCN(Cc2ccc(NC(C)=O)cc2)CC1,0,7,293*,4,-18,2,i,-1.9,109,2.7,0.1
CC(=O)NC1CC2CCC(C1)N2 (stereo unspecified),11,2,-3.1,-8,-7,-1,14,-2.2,102,0.9,1.9
Cc1ccc(-c2nc3ccccc3c(=O)n2-c2ccncc2)cc1,2,5,-1.3,18,-2,3,7,-1.4,x,1.0,0.8
CCC(C)NC(=O)c1c(N)n(CC2CCCO2)c2nc3ccccc3nc12 (stereo unspecified),15,-1,0.1,60,-2,-7,0,-0.6,99,1.5,2.3
Cn1ccc(NC(=O)CCl)n1,5,2,-1.3,-9,-3,0,6,-0.7,80,-1.3,2.5
CN1CCN(c2ccc(Cl)cc2N)CC1,5,9,-0.3,17,12,5,2,2.9,103,2.7,4.1
Cn1cnnc1Sc1cc(N2CCNCC2)ccc1[N+](=O)[O-],-9,2,-1.8,-7,-2,-4,9,1.2,x,0.9,3.9
Cc1ccc(C2C(=O)NC(=O)NC2=O)cc1,7,40,-1.8,1,182,9,9,1.5,109,1.9,3.6
O=C(c1ccc(Cl)cc1)C1CCCN(Cc2ccon2)C1 (stereo unspecified),0,-3,-0.1,11,-1,-3,1,-0.9,105,-1.9,2.7
COC(=O)C(O)(c1ccc(N(C)C(=O)c2ccc(Cl)c(Cl)c2)cc1)C(F)(F)F (stereo unspecified),1,-4,0.5,-3,84,5,-3,-1.3,117,-1.5,1.1
C=CCn1c(=O)c(C=Nc2c(OC)cccc2[N+](=O)[O-])c(O)n(CCCC)c1=O,-6,-3,-2.1,-33,9,0,10,-2.0,87,-2.8,2.8
